# mHtt clearance – clearance of mutant huntingtin inclusions, primary screen, imaging, HeLa Exon1htt(103Q)mCFP, confocal imaging; aggregate imaging; zero = plate's median compound well; AID 853, 2007; actives 0.42% (n = 47,000); inhibition, % at 1.5 µM;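 active = inhibition of aggregate fluorescence above about 70%, also judged a hit by eye on the cell image, limit read from the data, passing the limit was not always enough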;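 note: cells exposed to compound for three days before fixation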
# mHtt clearance grain fraction – second read-out of mHtt clearance, no call of its own (marks repeat the call); fraction fluorescence in grains; measured here: aggregate grain fluorescence fraction; active compounds read low;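 scaled fraction of total cell fluorescence in grains with unit not stated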
# * = called active by the depositor.
SMILES,mHtt clearance,mHtt clearance grain fraction
COc1ccccc1OC(C)C(=O)O (stereo unspecified),-25,45
Cn1c(SCC(=O)c2ccc3c(c2)Cc2ccccc2-3)nnc1-c1ccccc1,10,20
O=C(CSc1ncccc1-c1nc2ccccc2[nH]1)N1CCN(c2ccccc2F)CC1,32,15
Cc1[nH]n(-c2ccccc2)c(=O)c1/C=N/Nc1nncc(-c2ccccc2)n1,8,35
CCC(C)NC(=O)c1c(C)cc(=O)oc1C (stereo unspecified),45,12
CCn1nc(C(=O)OCC(=O)N2CCc3ccccc32)c2ccccc2c1=O,-26,47
CC(/C=N/O)Cc1ccc2c(c1)OCO2 (stereo unspecified),-9,34
CC(Sc1nnc(N)s1)c1ccccc1Cl (stereo unspecified),-4,52
CCOc1ccc(Oc2nc(Nc3ccc(C)cc3)nc(N(C)C)n2)nn1,-6,23
CCCc1cc(=O)n2[nH]cnc2n1,-25,22
O=C(c1cccnc1)N1CCN(Cc2ccc3c(c2)OCO3)CC1,-30,25
Cc1ccc(S(=O)(=O)NC2(C(F)(F)F)NC(=O)N(C)C2=O)cc1 (stereo unspecified),20,14
COc1ccc(-c2nc(C#N)c(NC(C)c3ccccc3)o2)cc1OC (stereo unspecified),0,17
O=c1[nH]c(N2CCOCC2)nc2c1CCCC2,53,8.6
CCOC(=O)Cn1cnc2sc3c(c2c1=O)CCC3,-9,23
O=C(c1c(F)cccc1F)N1CCN(c2ccccc2F)CC1,-6,40
[O-][N+]12CCN(CC1)c1ccccc12,12,18
CCCS(=O)(=O)N1CCCC(C(=O)NCCCN(C)c2ccccc2)C1 (stereo unspecified),-27,27
COC(=O)c1cc(N2C(=O)C3C(C2=O)C2(C)C=CC3(C)O2)ccc1Cl (stereo unspecified),-27,54
O=C(C1CCN(S(=O)(=O)N2CCOCC2)CC1)N1CCN(c2ccccc2)CC1,-43,53
COCC(C)NC(=O)NC(=O)c1ccc(Cl)cc1 (stereo unspecified),-32,26
CCOC(=O)C1=C(CN2CCSCC2)NC(=O)NC1c1cc(C)ccc1C (stereo unspecified),-49,56
CCC(NS(=O)(=O)c1ccc(OC)cc1)C(=O)NCCC1=CCCCC1 (stereo unspecified),-18,22
CCc1cccc(C)c1NC(=O)CCCC(=O)O,30,14
O=C(CSc1nnnn1C1CCCC1)Nc1ccc(F)cc1,-1,40
O=C(c1csc(Nc2ccccc2Cl)n1)N1CCCC1,17,29
Nc1nonc1C(=O)NCCNCc1cc(Br)ccc1OCc1ccccc1F,27,13
O=C(NC1CC2CCCC(C1)N2C(=O)Nc1ccc(Cl)c(C(F)(F)F)c1)C1CC1 (stereo unspecified),37,24
COc1ccc(CCNC(=O)C2CC(c3cccc([N+](=O)[O-])c3)=NO2)cc1 (stereo unspecified),12,34
CCC(NC(=O)c1ccccc1NC(=O)c1ccco1)C(=O)O (stereo unspecified),-30,23
Cc1cccc(S(=O)(=O)Nc2nc3ccccc3nc2NCc2ccco2)c1,-45,58
CC(OC(=O)CCc1nc2ccccc2c(=O)[nH]1)C(=O)NCc1ccc2c(c1)OCO2 (stereo unspecified),-44,44
Cc1ccc(NCc2nnc(SCC#N)o2)c(C)c1,34,14
COc1ccc(S(=O)(=O)N2CCN(Cc3ccccc3)CC2)cc1,-14,39
O=C(NCc1ccccn1)c1ccc(NC(=O)c2ccco2)cc1,30,13
O=C(CCc1ccccc1)Nc1ncn[nH]1,19,30
COc1ccc(N(Cc2ccco2)C(=O)c2ccccc2F)cc1OC,-9,38
O=C(NCCN1CCCC1)c1ccc(CS(=O)(=O)c2c(Cl)cccc2Cl)o1,-42,68
O=S(=O)(c1ccccc1)N1C2CCC1CC(O)(c1cccnc1)C2 (stereo unspecified),-20,40
CN(C)c1oc(-c2ccccc2)nc1C#N,-29,46
Cc1cc(C)n2cc(CSc3nnc(-c4ccccc4)o3)nc2n1,-10,22
COc1ccc2[nH]c(C(=O)O)c(CCC(=O)O)c2c1,-24,24
CC(C)(C)NCc1cccn1-c1sc2c(c1C#N)CCCC2,33,14
Cc1nc2ccc(F)cc2cc1C(=O)NCc1ccco1,-73,29
COCc1cc(=O)n2c([nH]c3ccccc32)c1C#N,15,33
COc1ccc(N2CCN(C(=O)Cn3nnc(-c4ccc(OC)c(OC)c4)n3)CC2)cc1,-11,39
CN(CC(=O)NC1CCCCC1)S(=O)(=O)c1cccc2nsnc12,-34,50
O=C(Nc1ccc(C(F)(F)F)cc1)C1CC(=O)N(c2ccc3c(c2)OCCO3)C1 (stereo unspecified),30,14
CCOC(=O)c1sc(NC(=O)c2noc3c2CCCC3)c(C(=O)OCC)c1C,2,32
COc1cccc(C(=O)N2CCN(C(=O)c3cccs3)CC2)c1OC,-30,23

# A draw from above in order of heavy-atom count, ascending.
SMILES,mHtt clearance,mHtt clearance grain fraction
O=C(CCc1ccccc1)Nc1ncn[nH]1,19,30
COCc1cc(=O)n2c([nH]c3ccccc32)c1C#N,15,33
Cc1nc2ccc(F)cc2cc1C(=O)NCc1ccco1,-73,29
CC(C)(C)NCc1cccn1-c1sc2c(c1C#N)CCCC2,33,14
CCC(NC(=O)c1ccccc1NC(=O)c1ccco1)C(=O)O (stereo unspecified),-30,23
Cc1cc(C)n2cc(CSc3nnc(-c4ccccc4)o3)nc2n1,-10,22
COc1cccc(C(=O)N2CCN(C(=O)c3cccs3)CC2)c1OC,-30,23
COc1ccc(N(Cc2ccco2)C(=O)c2ccccc2F)cc1OC,-9,38
O=C(NCCN1CCCC1)c1ccc(CS(=O)(=O)c2c(Cl)cccc2Cl)o1,-42,68
Cc1cccc(S(=O)(=O)Nc2nc3ccccc3nc2NCc2ccco2)c1,-45,58
O=C(Nc1ccc(C(F)(F)F)cc1)C1CC(=O)N(c2ccc3c(c2)OCCO3)C1 (stereo unspecified),30,14
CC(OC(=O)CCc1nc2ccccc2c(=O)[nH]1)C(=O)NCc1ccc2c(c1)OCO2 (stereo unspecified),-44,44
COc1ccc(N2CCN(C(=O)Cn3nnc(-c4ccc(OC)c(OC)c4)n3)CC2)cc1,-11,39

# More entries follow.
SMILES,mHtt clearance,mHtt clearance grain fraction
COc1ccc(N(CCC#N)S(=O)(=O)c2ccc(Cl)cc2)cc1,-35,26
CCN1CCCC1CNc1ncnc2c1[nH]c1ccc(Cl)cc12 (stereo unspecified),43,12
O=C(OCC#CCSc1nc2ccccc2o1)c1cc2ccccc2o1,-4,20
O=C(O)c1ccc(COCC(F)(F)F)cc1,9,16
O=C(COC(=O)C12CC3CC(CC(O)(C3)C1)C2)Nc1ccccc1OC(F)F,-16,21
C#CCOC(=O)c1csc2nnsc12,38,12
COc1ccc(N(CC(=O)Nc2ccc(OC)c(Cl)c2)S(=O)(=O)c2c(C)noc2C)cc1,2,34
CCOC(=O)c1cc(=O)n2[nH]c(-c3ccc(C)cc3)cc2n1,32,26
CCOC(=O)Cn1nnc2c(sc3nc4c(c(-c5ccc(Cl)cc5)c32)CCC4)c1=O,-31,49
Cc1cc(C)cc(NC(=O)Nc2ccc3c(c2)N(C)C(=O)CS3)c1,-82,75
O=C(CCNS(=O)(=O)c1ccccc1F)NCc1ccc2c(c1)OCO2,47,18
O=C(NCCN1CCOCC1)c1ccc(=O)oc1,-29,43
CC(C)(C)C(=O)COC(=O)c1cccc(NC(=O)c2ccco2)c1,-31,48
Cc1ccc(C)c(N2CCN(S(=O)(=O)c3ccc4c(c3)CCC(=O)N4)CC2)c1,-96,79
CCCCCCn1c(COc2ccccc2F)nnc1SCC(=O)N1c2ccccc2NC(=O)C1(C)C,44,21
CCOC(=O)c1c(C)[nH]c(N=Nc2ccc(C)cc2C)c1C,12,35
Cc1ccc(N=Cc2cccc(O)c2O)c(C)c1,-62,46
C=CCn1c(-c2ccoc2)n[nH]c1=S,22,28
CCOc1ccc(-n2nnnc2SCC(=O)c2ccccc2)cc1,4,33
CCC(C(=O)Nc1ncn[nH]1)(C(F)(F)F)C(F)(F)F,15,29
COc1ccccc1OCC(=O)Nc1cccc(C(=O)N2CCOCC2)c1,30,12
N#CC1=C2SCC(O)(c3ccccc3)N2C(=O)CC1c1ccccc1 (stereo unspecified),2,33
Cc1ccc(N2CC(C(=O)NCCc3ccc(S(N)(=O)=O)cc3)CC2=O)cc1 (stereo unspecified),56,7.6
O=C(Cc1ccccc1[N+](=O)[O-])NCc1ccccc1Cl,-37,30
CCOC(=O)c1[nH]c2ccc(OC)cc2c1NC(=O)NC(C)C,-5,46
O=C(O)CCc1ccc(-c2cccs2)n1NC(=O)c1ccc(Cl)cc1,46,21
O=C1CCC(C(=O)N(c2ccccc2)C2(C(=O)NC3CCCCC3)CCCCC2)N1 (stereo unspecified),5,36
CC(C)COC(=O)c1ccc2c(c1O)C(=O)c1ccccc1C2=O,-20,22
CCOC(=O)C(NC(C)=O)(Nc1ccc(S(=O)(=O)Nc2nccs2)cc1)C(F)(F)F (stereo unspecified),-59,30
CCOc1ccccc1NC(=O)CN(c1ccc(OC)cc1)S(=O)(=O)c1c(C)noc1C,-50,52
COc1ccc(C(=O)NCCSCc2ccc(C)cc2)cc1,18,24
COc1ccc(Br)cc1/C=N/NC(=O)c1ccc(COc2ccc3c(c2)CCC3)o1,9,34
Cc1cc(C)nc(SCc2nnc(SCC(=O)NCc3ccco3)n2-c2ccccc2)n1,-1,20
Cc1nc(N2CCC(C)CC2)c2c(C)c(C(=O)O)sc2n1,80*,3.7*
Clc1ccccc1OCc1nc(-c2ccncc2)no1,-62,29
O=C(CNC(=O)c1ccco1)OCN1C(=O)c2ccccc2C1=O,-26,43
COC(=O)CNc1nc(C2CC2)nc2c1nnn2Cc1ccccc1Cl,4,18
CSc1ccccc1NC(=O)c1ccoc1C,19,13
Cc1ccccc1OCCCC(=O)Nc1ccccc1C(F)(F)F,64,14
COc1ccc(-c2noc(CN(C(=O)c3c(-c4ccccc4Cl)noc3C)C(C)C)n2)cc1,-27,25

# Part of the list above, as tab-separated lines.
Compound	mHtt clearance	mHtt clearance grain fraction
Clc1ccccc1OCc1nc(-c2ccncc2)no1	-62	29
O=C(CNC(=O)c1ccco1)OCN1C(=O)c2ccccc2C1=O	-26	43
COC(=O)CNc1nc(C2CC2)nc2c1nnn2Cc1ccccc1Cl	4	18

# New compounds follow.
SMILES,mHtt clearance,mHtt clearance grain fraction
COc1ccc(C2CC(=O)c3cnc(NC(=O)c4cc(OC)cc(OC)c4)nc3C2)cc1 (stereo unspecified),-7,36
Cc1c(NC(=O)CSc2ncn[nH]2)c(=O)n(-c2ccccc2)n1C,-35,26
CN1CCN(C(=O)c2cnn3c(C(F)(F)F)cc(-c4ccc5c(c4)OCO5)nc23)CC1,-26,47
O=C(CN1C(=O)COCC1=O)N1CCOCC1,41,9.9
Cc1ccc(CCN2CC(C(=O)NCCCN3CCN(C)CC3)CC2=O)cc1 (stereo unspecified),68,16
Cc1nc2nc(CSc3nc4ccccc4s3)cc(=O)n2[nH]1,9,33
CCOC(=O)c1c(NC(=O)CN2CCOCC2)sc2c1CC(C)(C)OC2,57,14
COC(=O)C(Cc1c[nH]c2ccccc12)NC(=O)C(C)C (stereo unspecified),-36,59
COCc1[nH][nH]c(=O)c1C=Nc1ccc(Oc2ccccc2)cc1,26,15
CNc1ccc(/C=C2\COc3ccccc3C2=O)cc1[N+](=O)[O-],-25,48
CC(C)(C)C1CCC(OCC(O)CN2CCN(c3ccccc3)CC2)CC1 (stereo unspecified),-65,66
Cc1cccc(NC(=O)C2CCCN2S(=O)(=O)c2cccc3cccnc23)c1 (stereo unspecified),-118,102
O=C(CCCn1c(=O)c2ccccc2n(CC(=O)NCc2ccco2)c1=O)NCc1ccco1,-36,22
O=C(O)C1CC(=O)n2c(nc3ccccc32)S1 (stereo unspecified),24,14
Cc1ccccc1CS(=O)(=O)CCC(=O)NCCCN1CCN(c2ccccc2F)CC1,-24,53
COc1ccccc1NC(=O)N(Cc1ccc2c(c1)OCO2)Cc1nc2ccccc2c(=O)[nH]1,-19,25
CCn1c(SCC(=O)Nc2ccc(C(=O)OC)cc2)nnc1-c1cccs1,7,18
CCOC(=O)Nc1ccc(OC)cc1S(=O)(=O)N1CCCCC1,9,20
Cc1ccnc(SCC(=O)N2CCC(C(N)=O)CC2)n1,6,32
O=C(c1ccco1)c1cn(CC(=O)N2CCCc3ccccc32)c2ccccc12,-2,20
O=C(NNC(=O)c1sc2ccccc2c1Cl)Nc1ccc(Cl)cc1,-22,46
CN(C)c1ccc(C(=O)Nc2nc3c(s2)CCCC3)cc1,-27,41
O=C(CSc1nc2c(c(C(F)(F)F)n1)CCc1ccccc1-2)NCc1ccc(F)cc1,-72,37
Cc1ccc(S(=O)(=O)N2CCC(C(=O)Nc3nnc(COc4ccccc4)s3)CC2)cc1,-44,52
CCOC(=O)c1sc(NC(=O)C2CCCO2)c(C(=O)OC)c1C (stereo unspecified),-29,25
Cc1cc(C)n2nc(C(=O)OCC(=O)Nc3ccc4c(c3)OCO4)nc2n1,-32,49
COc1cccc2c(=O)n(CC(=O)Nc3ccccc3F)ccc12,12,41
O=C(O)CCSCC(=O)Nc1c(C(=O)C2CC2)oc2ccccc12,10,20
O=C(NC1CCCc2ccccc21)C1CCN(S(=O)(=O)c2cnc[nH]2)CC1 (stereo unspecified),36,12
CCCOc1ccc2oc(=O)c3c(c2c1)CCCN3C(=O)CN(C)Cc1ccccc1,-4,21
Cc1ccc(O)c(-c2cc3ccccc3[nH]2)c1,22,15
CC(=O)Nc1ccc(NS(=O)(=O)c2cc(C)sc2C)cc1,-10,37
CCCCc1c(O)c2ccccc2[nH]c1=O,66,13
Cc1cccc(-c2nc3ccccc3c3nncn23)c1,3,20
CN1CC(=O)NC1=NC(=O)C12CC3CC(CC(C3)C1)C2,25,13
CCOC(=O)Cc1csc(NC(=O)NC2(C(F)(F)F)Oc3ccccc3O2)n1,38,12
CC1(C)N([O-])C2=C(c3ccccc3C2=O)[N+](=O)C1(C)C,-30,29
CCOC(=O)c1[nH]c2cc3c(cc2c1NC(=O)CN1CCCCC1C)OCO3 (stereo unspecified),-26,46
CC(C)CCNC(=O)c1nnc(Cc2ccc(Cl)cc2)o1,11,36
O=C(O)C1CC(c2ccccc2F)=NO1 (stereo unspecified),36,13

# The list is partial, so the mix of outcomes need not match the whole.
